Compound activity as filed in PubChem.
STAT1 act: activators of IFN-gamma induced STAT1 signaling; actives 2.6% (n = 200,000); NIH 3T3 STAT1-luciferase reporter, luminescence; 100% = IFN-gamma alone, no compound; activation (% of control), % at 5.5 µM;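 active = activation above the screen-wide mean activation plus 3 SD, cut at about 130% in these data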;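 note: raw ratio to IFN-gamma control signal so 100% means no change and 0% no light; values of inactives mirror those of a sister screen read the other way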
RAM network inh: yeast RAM network inhibition; S. cerevisiae dse1pr::URA3 reporter, 5-FOA growth OD615, 2 d; analog-sensitive cbk1-as2 kinase mutant strain; inhibition, % at 50 µM; actives 1.8% (n = 190,000);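 active = inhibition above a set limit, 3 SD over mean compound inhibition, cut at about 8.4% in these data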;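 note: 0% = DMSO-only wells with no growth and 100% = 10 µM 1-NA-PP1 full growth; inhibition rescues growth on 5-FOA so higher OD means more RAM inhibition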
APP transl inh: APP translation inhibition; SH-SY5Y APP 5'UTR-luciferase reporter, luminescence; inhibition, % at 2 µM; actives 0.82% (n = 190,000);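 active = inhibition above a set limit, derived from the sample mean plus 3 SD, cut at about 45% in these data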; note: values of inactives mirror those of a sister screen read the other way
NF-kB neuron act: raises NF-kB expression in human neuronal cells. NF-kB reporter expression; stronger effect = higher value. fold change at 12.5 µM. actives 1.6% (n = 190,000); in the data active = fold change above about 3.3
Hsp70 activator: transcriptional activators of Hsp70. HeLa Hsp70 promoter luciferase reporter, luminescence; scaled: vehicle 0, proteasome-inhibitor control 100%. activation, % at 10 µM. actives 0.04% (n = 200,000). AID 1203;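 active = activation above the mean across all tested compounds plus 3 SD, cutoff set per campaign, cut at about 5.5% in these data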;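 note: 100% = MG132 at 30 µM as the positive control and 0% = DMSO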
STAT3 activator: activators of IL-6 induced STAT3 signaling; U3A cells, IL-6 STAT3-luciferase reporter, luminescence; 100% = signal with IL-6 EC80 alone; AID 871; actives 0.91% (n = 190,000); activation (% of control), % at 5.6 µM;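 active = activation above the screen-wide mean of compound activation plus 3 SD, cut at about 130% in these data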;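 note: 0% = background luminescence of wells with medium and substrate only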
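Assay system – human STAT1-deficient U3A cells with stable STAT3-luciferase reporter · Also added – IL-6 (33 ng/mL) · Schedule – compound 1 h, then IL-6 6 h at 37 °C · Technique – reporter luminescence signal · Evaluation – % activation versus median of IL-6-stimulated wells · Benchmarks – IL-6-only wells as 100% reference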
FLuc inhib CS: counter-screen for luciferase assay inhibitors: firefly luciferase inhibition; inhibition, % at 10 µM; actives 1.5% (n = 200,000); P08659; AID 1006; ATPLite firefly luciferase biochemical luminescence, 10 min;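 active = inhibition above about 50% when tested at 10 µM, limit read from the data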
Target sequence (P08659 whole entry, looked up): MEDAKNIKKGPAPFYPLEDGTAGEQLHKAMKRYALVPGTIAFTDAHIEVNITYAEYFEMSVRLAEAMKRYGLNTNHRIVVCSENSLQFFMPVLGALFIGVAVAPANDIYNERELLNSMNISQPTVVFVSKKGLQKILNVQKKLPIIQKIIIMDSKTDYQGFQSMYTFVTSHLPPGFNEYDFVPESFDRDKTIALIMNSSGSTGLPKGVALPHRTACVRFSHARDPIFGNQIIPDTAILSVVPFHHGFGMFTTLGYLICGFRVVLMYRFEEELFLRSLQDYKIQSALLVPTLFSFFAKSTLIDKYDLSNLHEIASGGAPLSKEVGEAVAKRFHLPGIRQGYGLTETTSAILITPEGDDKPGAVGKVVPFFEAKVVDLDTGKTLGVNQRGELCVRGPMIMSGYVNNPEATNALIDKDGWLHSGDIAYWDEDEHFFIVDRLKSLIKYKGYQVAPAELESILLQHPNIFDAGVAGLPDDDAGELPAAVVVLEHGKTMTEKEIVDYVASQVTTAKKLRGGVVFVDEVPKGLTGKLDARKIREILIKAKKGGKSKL
APP 5'UTR act: activates APP 5'UTR luciferase reporter; SH-SY5Y APP 5'UTR luciferase reporter, luminescence; zero percent = DMSO vehicle wells; activation, % at 2 µM; actives 1% (n = 190,000);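 active = activation above a set limit, based on mean plus 3 SD of controls, cut at about 140% in these data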; note: values of inactives mirror those of a sister screen read the other way
STAT3 inh: STAT3 signaling inhibition; U3A cells, IL-6 STAT3-luciferase reporter, luminescence; host cell line lacks STAT1; AID 862; actives 0.89% (n = 190,000); inhibition, % at 5.5 µM;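 active = inhibition above the mean inhibition across all screened compounds plus 3 SD, cut at about 44% in these data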;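 note: 0% = DMSO only wells and 100% = 100 µM nifuroxazide control wells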
STAT1 blocker: inhibitors of IFN-gamma induced STAT1 signaling. AID 920. actives 0.35% (n = 200,000). NIH 3T3 STAT1-luciferase reporter, luminescence. inhibition, % at 5.5 µM;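 active = inhibition above a set limit, the mean inhibition across all tested compounds plus 3 SD, cut at about 34% in these data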;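 note: 0% = IFN-gamma with DMSO and 100% = IFN-gamma with 300 µM nifuroxazide; values of inactives mirror those of a sister screen read the other way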
The depositor's hits bear a star; nt = not tested or not shown. Random draw from the library; 7.7% or so of the library scored in one or more.

SMILES	STAT1 act	RAM network inh	APP transl inh	NF-kB neuron act	Hsp70 activator	STAT3 activator	FLuc inhib CS	APP 5'UTR act	STAT3 inh	STAT1 blocker
O=C(NCc1ccccn1)c1cccn1-c1ncc(C(F)(F)F)cc1Cl	97.5	0.5	-51.8	1.18	0.0	104.8	-4.2	51.8	-3.6	2.2
O=C(NCc1cn2ccsc2n1)c1c(F)cccc1Cl	101.7	1.7	5.9	1.31	-0.3	109.0	-1.7	-5.9	-6.2	-1.9
CCn1c(CNC(=O)COc2c(C)cccc2C)nnc1SCC(=O)Nc1nccs1	101.0	4.1	-28.2	1.15	-0.3	104.3	-3.3	28.2	-1.8	4.2
COC(=O)c1ccc(Oc2nc(N3CCCCC3)nc(N3CCOCC3)n2)cc1	104.8	4.4	-24.8	1.37	-0.6	94.9	-2.7	24.8	10.4	-5.2
O=C(c1c[nH]c(C(=O)N2CCN(Cc3ccccc3)CC2)c1)C1CCCCC1	100.8	1.1	18.0	0.9	-0.2	88.8	0.0	-18.0	15.7	-1.4
O=C(COC(=O)[C@H](Cc1ccccc1)NC(=O)c1cccs1)Nc1ccccc1C(F)(F)F	92.2	5.3	16.7	1.17	-0.4	80.7	-3.8	-16.7	24.7	8.6
Cc1cccc(NC(=O)COC(=O)CNC(=O)C2CCCCC2)c1	103.2	2.9	14.4	1.1	-0.6	104.5	-2.8	-14.4	-4.1	-2.5
O=S(=O)(c1ccc(Oc2ccc(S(=O)(=O)N(CCO)CCO)cc2)cc1)N(CCO)CCO	105.0	-0.5	8.6	0.99	0.0	103.5	-4.5	-8.6	4.6	-5.1
CCC(C)Sc1nnc(CNC(=O)C23CC4CC(CC(C4)C2)C3)n1C1CCCCC1 (configuration not stated)	102.3	-0.9	0.7	1.11	0.1	103.4	-0.7	-0.7	-5.5	-2.5
CCC(=O)N1CCN(c2ccc(NC(=O)c3ccc(N4CCCC4)c([N+](=O)[O-])c3)cc2)CC1	114.2	5.2	4.6	1	0.2	103.0	-3.6	-4.6	-8.2	-15.6
COc1ccc(C(c2c(C)n(C)n(-c3ccccc3)c2=O)c2c(C)n(C)n(-c3ccccc3)c2=O)cc1O	98.2	0.1	-2.3	1.01	0.4	95.4	-5.3	2.3	6.8	0.5
Cc1noc(C)c1Cc1c(Cl)cccc1Cl	96.4	0.9	-9.5	0.92	-0.1	101.9	-8.1	9.5	-2.0	4.0
CCOCCCNC(=O)c1ccc(-n2c(=S)[nH]c3ccccc3c2=O)cc1	87.5	3.2	-2.9	0.95	-0.4	90.7	1.4	2.9	13.3	12.9
CC1(C)CC(=O)C=C(NNC(=O)c2ccccc2)C1	94.9	-0.1	20.9	1.03	-0.2	102.3	-2.1	-20.9	-4.5	5.6
Cc1cc(C)c(C)c(S(=O)(=O)NCC(=O)Nc2sc3c(c2C(N)=O)CCCC3)c1C	105.9	4.3	34.7	1.12	-0.3	104.0	-4.3	-34.7	3.1	-6.5
NC(=O)/C(=C\c1ccccc1)NC(=O)/C=C/c1ccccc1	109.4	0.0	-0.5	1	-0.3	99.8	6.4	0.5	0.4	-10.7
COc1cccc(C(=O)OCC(=O)Nc2ccccc2N2CCOCC2)c1	93.2	0.1	-14.6	1.09	-0.1	101.3	-4.1	14.6	1.4	7.5
CCC(NS(=O)(=O)c1ccc(C)cc1)C(=O)N1CCC2(O)CCCCC2C1 (configuration not stated)	105.2	2.1	-30.2	1.22	-0.1	100.6	-12.1	30.2	1.2	-5.6
CCOC(=O)c1nnc(-c2ccc(C)cc2)nc1Sc1ccc(Cl)cc1	109.1	2.0	nt	0.99	-0.4	106.7	-0.6	nt	-0.6	-9.8
CCCn1nnnc1NC(=O)COc1ccc(CC)cc1	101.2	-0.5	-11.1	1.03	-0.2	103.3	-6.2	11.1	-3.9	-1.4
COc1ccccc1/C=C/C=N/NC(=O)c1ccncc1	98.8	3.2	-2.0	0.88	-0.1	96.8	1.0	2.0	7.5	1.4
Cc1ncoc1C(=O)NCCC(c1ccccc1)c1ccccc1	97.9	-1.9	-6.1	1.04	0.1	96.9	-3.1	6.2	8.4	-1.0
Cc1cccc(-c2noc(CCC(=O)NCC3CCCO3)n2)c1 (configuration not stated)	100.8	0.4	-3.5	1.37	-0.1	96.9	-1.7	3.5	0.8	-0.8
CSC1=NC(C)(C)C=C(/C=C/c2ccc(Cl)cc2Cl)N1	98.0	-0.4	-1.1	1.32	-0.1	102.9	-6.1	1.1	5.2	2.4
Cc1c(NS(=O)(=O)c2ccc(C(=O)NCc3ccccc3)cc2)c(=O)n(-c2ccccc2)n1C	101.3	1.9	-9.6	1.02	-0.3	101.8	-5.9	9.6	5.8	-2.8
Continuation:
SMILES	STAT1 act	RAM network inh	APP transl inh	NF-kB neuron act	Hsp70 activator	STAT3 activator	FLuc inhib CS	APP 5'UTR act	STAT3 inh	STAT1 blocker
CCOC(=O)c1c(NC(=O)CSc2nnc(CNC(=O)c3ccco3)n2C)sc2c1CCC2	98.0	1.1	-4.6	0.76	-0.3	104.6	-7.0	4.6	-1.6	2.2
COc1ccc(CNC(=O)C(=O)NCC2CCCO2)cc1 (configuration not stated)	98.0	0.2	1.6	1.21	-0.1	101.2	-3.2	-1.6	2.6	2.2
COc1cc(C(=O)Oc2ccccc2N)cc(OC)c1OC	95.1	1.1	-2.8	1.09	0.0	85.5	1.0	2.8	22.9	5.8
O=c1[nH]nc(Sc2ncnc3sccc23)n1CCc1ccccc1	73.1	-0.2	-8.7	2.76	0.3	94.2	-10.5	8.7	11.8	29.4
O=C(Nc1ccccc1-c1ccccc1)C1CCCC1	93.8	0.1	-27.2	1.22	-0.3	107.9	-3.5	27.2	-7.2	5.9
CC(On1c(-c2ccccc2)nc2ccc(Cl)cc21)C(=O)O (configuration not stated)	97.8	1.9	-11.5	1.53	0.1	90.6	4.3	11.5	17.0	1.4
Cc1ccc(S(=O)(=O)NCCSc2nnnn2-c2ccccc2)cc1	86.8	1.6	-4.1	2.08	-0.2	91.8	-7.3	4.1	13.5	9.7
Cc1cccc(N(C(=O)c2snc(C(N)=O)c2N)C(C(=O)NCC2CCCO2)c2cccs2)c1 (configuration not stated)	105.2	6.0	-2.3	1	0.1	107.3	-6.5	2.3	-1.1	-7.7
COC(=O)c1ccc(OCC(=O)c2cccc(OC)c2)cc1	98.6	6.0	3.2	2.32	-0.1	109.5	6.8	-3.2	-6.9	1.6
Cn1c(=O)oc2cc(S(=O)(=O)N3CCCC(C(=O)NCC4COc5ccccc5O4)C3)ccc21 (configuration not stated)	102.9	1.1	12.3	0.96	-0.3	100.5	0.2	-12.3	-0.4	-2.2
CC(=O)Nc1ccc(OCC(O)Cn2c(C)nc3ccccc32)cc1 (configuration not stated)	84.2	0.0	4.5	0.84	-0.2	94.0	-2.4	-4.5	10.5	17.2
CCSCCNC(=O)c1cc(-n2cnnc2)ccc1Cl	97.5	-0.3	-27.4	0.96	0.0	97.0	-15.1	27.4	6.6	1.8
CCCn1c(Cc2ccccc2)n[nH]c1=S	97.4	0.8	16.4	0.99	0.0	88.9	-3.7	-16.4	13.3	5.2
CSc1c(C#N)sc(=S)n1-c1ccc(C)cc1	110.1	1.9	5.9	nt	-0.1	104.7	-1.5	-5.9	-0.2	-13.1
Cc1nc(NC(=O)CSc2ccccc2N)sc1C	109.7	-1.4	-16.1	1.42	0.1	104.0	-4.2	16.1	0.9	-10.6
CC(C)N(CCNCC(O)COc1ccc(C(C)(C)c2ccccc2)cc1)C(C)C (configuration not stated)	95.7	-2.0	-13.5	1.02	-0.2	93.8	-3.4	13.5	9.9	4.0
Cn1c(=O)nc2n(Cc3ccccc3)c3ccccc3cc-2c1=O	97.1	1.6	8.6	1	0.1	87.9	-1.9	-8.6	17.0	3.2
O=C(COc1ncnc2ccccc12)NCC1CCCO1 (configuration not stated)	93.1	1.3	10.5	1.12	-0.1	97.0	-5.9	-10.5	6.1	6.7
CN1CCC(=NNC(=O)c2cn(-c3ccccc3)nc2-c2ccccc2)CC1	95.5	-0.8	20.4	1.39	0.5	97.2	0.2	-20.4	4.6	4.3
CC(C)NC(=O)C1(c2ccccc2)CCOCC1	97.3	0.5	-5.2	1.03	0.0	95.8	-3.4	5.2	9.2	2.9
O=C(CCOc1ccccc1)NCC(c1ccco1)N1CCCCC1 (configuration not stated)	99.7	0.6	8.6	1.11	-0.2	101.4	-6.3	-8.6	2.2	0.3
Cc1cc(NC(=O)CSc2nc(-c3ccccc3)nc3c2c(=O)n(C)c(=O)n3C)no1	102.7	3.0	-19.6	1.07	0.0	nt	-6.9	19.6	nt	-4.4
CCOC(=O)c1nn(-c2ccccc2)c(C#N)c1N	99.8	1.1	-27.3	1.11	0.1	98.6	-2.4	27.3	6.4	-3.1
O=C(COC(=O)C12CC3CC(CC(C3)C1)C2)NCCCc1ccccc1	96.3	2.7	-9.7	0.98	-0.2	98.2	3.3	9.7	-2.1	4.0
CC1CC(C)CN(CCCNC(=O)Cn2ncn3cccc3c2=O)C1 (configuration not stated)	106.9	0.9	-13.8	1.29	-0.1	103.8	-4.3	13.8	0.2	-7.4

Whole records from above. Screens in order: STAT1 act	RAM network inh	APP transl inh	NF-kB neuron act	Hsp70 activator	STAT3 activator	FLuc inhib CS	APP 5'UTR act	STAT3 inh	STAT1 blocker
`COc1ccc(C(c2c(C)n(C)n(-c3ccccc3)c2=O)c2c(C)n(C)n(-c3ccccc3)c2=O)cc1O` is entered as 98.2	0.1	-2.3	1.01	0.4	95.4	-5.3	2.3	6.8	0.5
`COc1cccc(C(=O)OCC(=O)Nc2ccccc2N2CCOCC2)c1` is entered as 93.2	0.1	-14.6	1.09	-0.1	101.3	-4.1	14.6	1.4	7.5

Next part:
SMILES	STAT1 act	RAM network inh	APP transl inh	NF-kB neuron act	Hsp70 activator	STAT3 activator	FLuc inhib CS	APP 5'UTR act	STAT3 inh	STAT1 blocker
Cc1ccccc1NC(=O)CSc1nnc(Cc2cccn2C)n1-c1ccc(F)cc1	105.8	1.4	15.1	0.88	-0.2	97.1	3.2	-15.1	8.7	-6.5
COc1cccc(C2=NOC(C(=O)NC3CCCCC3)C2)c1 (configuration not stated)	94.7	-0.3	-18.7	1.07	-0.1	89.3	-0.8	18.7	16.6	5.8
CC(C)c1ccc2c(c1)C(c1ccc(N3CCOCC3)cc1)=NNC(c1cccs1)=N2	109.2	8.2	-17.9	1.49	-0.3	102.0	-1.4	17.9	4.8	-10.2
COc1ccc(/C=N/Nc2nc(Nc3ccccc3)nc(N3CCCC3)n2)cc1	110.8	2.1	-4.0	0.64	0.2	85.8	22.6	4.0	20.8	-11.6
O=C(O)CCSc1nnc(COc2cccc3cccnc23)n1-c1ccccc1	96.9	-1.4	-26.0	1.01	0.1	103.8	-3.8	26.0	5.2	3.6
COC(=O)c1c(NC(=O)CN2CCN(S(=O)(=O)c3ccccc3)CC2)sc2c1CCC(C)C2 (configuration not stated)	93.9	2.5	24.9	0.9	-0.1	94.4	5.7	-24.9	8.9	6.8
O=C1CC(c2cccc(Cl)c2)CC(O)=C1C=NC1CCCC1 (configuration not stated)	103.3	-0.7	-4.4	0.96	-0.2	101.0	-6.7	4.4	-3.7	-1.1
O=C(Nc1ccccc1F)Nc1cc(S(=O)(=O)N2CCOCC2)ccc1N1CCCC1	91.1	2.2	-39.1	1.02	-0.1	89.0	-8.5	39.1	15.4	8.1
CCCCCC(=O)NC(=S)Nc1cccc(C(C)=O)c1	105.5	-1.2	-23.1	1.42	-0.4	102.1	-0.4	23.1	-1.7	-6.1
